Screening results from PubChem.
C diff growth: inhibitors of Clostridium difficile growth | Clostridium difficile clinical isolate growth, OD600, 24 h; active compounds read low | growth activity, negative = inhibition, % at 16 µg/mL (by protocol) | 86,000 compounds, 0.25% hits;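 active = mean growth activity at or below -80% and every replicate also at or below -80%; inconclusive = mean at or below -80% but some replicate above -80%; inactive = mean growth activity above -80%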;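 note: 0% = DMSO wells and -100% = levofloxacin 16 µg/mL wells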
KDM4C inh: KDM4C (human) demethylase inhibition | 96,000 compounds, 0.15% hits | Q9H3R0 | GST-KDM4C 2-372, H3K9me3 peptide, LANCE TR-FRET | inhibition, % at 12.5 µM | AID 720574;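 active = mean replicate inhibition above about 25%, with at least 55% of replicates also reaching it, limit read from the data, passing the limit was not always enough; inconclusive = only one of those two conditions met; inactive = neither condition met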
Target sequence (Q9H3R0 2-372 limits assumed): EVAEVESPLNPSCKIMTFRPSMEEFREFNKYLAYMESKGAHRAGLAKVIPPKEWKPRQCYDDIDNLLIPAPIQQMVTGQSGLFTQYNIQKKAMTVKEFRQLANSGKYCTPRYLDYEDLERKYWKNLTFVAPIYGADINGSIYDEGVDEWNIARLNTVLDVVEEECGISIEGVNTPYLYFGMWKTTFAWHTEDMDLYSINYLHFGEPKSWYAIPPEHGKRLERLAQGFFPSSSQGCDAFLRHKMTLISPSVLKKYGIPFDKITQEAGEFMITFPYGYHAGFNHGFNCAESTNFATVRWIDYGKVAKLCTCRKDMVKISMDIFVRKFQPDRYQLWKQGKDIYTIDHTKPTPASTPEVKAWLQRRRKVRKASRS
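material = GST-tagged GASC-1 (JMJD2C) catalytic fragment, aa 2-372 | amount = enzyme final amount 10 nM | medium = HEPES buffer, pH 7.5, plus ascorbate | also added = H3K9me3 peptide substrate, Fe(II), 2-oxoglutarate | dosing = single dose | times = 30 min demethylation and 1 h detection at room temperature | detection = LANCE TR-FRET | read-out basis = Fall in 671/618 emission ratio as inhibition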
Pf Dd2 growth: P. falciparum Dd2 growth inhibition; activity change, % at 10 µM; 94,000 compounds, 2.3% hits; SYBR Green, 72 h; active compounds read low; in the data active = activity change below about -80%; inconclusive = no clear call, values can overlap the other calls
Tcruzi prolif: inhibitors of T. cruzi proliferation; T. cruzi beta-gal in NIH3T3, GalScreen luminescence, 90 h; 77,000 compounds, 5.9% hits; inhibition, % at 8.34 µM;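 active = mean inhibition above about 93%, with at least 55% of replicates each passing it, limit read from the data, passing the limit was not always enough; inconclusive = only one of those two conditions holds; inactive = neither condition holds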
* = called active by the depositor; u = inconclusive; x = no result given; & = joins results of further samples; ! = a repeat was not active.

SMILES,Pf Dd2 growth,C diff growth,KDM4C inh,Tcruzi prolif
C[C@H](CO)N1C[C@H](C)[C@@H](CN(C)C(=O)C2CCOCC2)Oc2ncc(-c3cccc(C#N)c3)cc2C1=O,8.1,-1.0,1.0,4.5
COCC(=O)N1[C@H](CO)[C@H]2c3ccccc3N(C(=O)c3ccncc3)C[C@H]21,16.4,-3.3,-0.3,17.0
Cc1ccc(S(=O)(=O)Nc2cccc3c2O[C@@H](CN(C)Cc2ccncc2)[C@H](C)CN([C@@H](C)CO)C3=O)cc1,-19.5,1.7,0.7,-34.2
C[C@H](CO)N1C[C@H](C)[C@@H](CN(C)C(=O)Nc2ccc(C(F)(F)F)cc2)Oc2ccc(NC(=O)Nc3cccc4ccccc34)cc2C1=O,-17.6,-4.3,-3.0,49.7
C[C@@H]1CN([C@@H](C)CO)C(=O)c2cc(NC(=O)Nc3ccc(C(F)(F)F)cc3)ccc2O[C@@H](C)CCCCO[C@H]1CN(C)S(=O)(=O)c1ccc(Cl)cc1,-52.0,5.4,0.5,103.3*
CC=Cc1ccc2n(c1=O)C[C@@H]1[C@@H](CO)[C@H](C(=O)NCC)[C@H]2N1C(=O)Nc1cc(F)ccc1F (mixture of isomers),-0.2,-4.5,0.0,26.7
C[C@@H]1CN([C@@H](C)CO)C(=O)c2cc(NC(=O)CCCN(C)C)ccc2O[C@@H](C)CCCCO[C@@H]1CN(C)C,x,-0.3,2.1,50.5
C[C@@H]1CN([C@H](C)CO)C(=O)c2cc(C#Cc3ccccc3F)cnc2O[C@H]1CN(C)S(=O)(=O)c1ccccc1,-37.7,-2.6,-1.4,125.8*
COc1ccc(-c2ccc([C@@H]3[C@@H](CO)N4C(=O)CN(C(=O)C5CCCC5)C[C@@H]34)cc2)cc1,-85.6*,-9.1,0.2,x
Cc1noc(C)c1S(=O)(=O)Nc1cccc2c1O[C@@H](CN(C)C(=O)Nc1ccc(F)cc1)[C@@H](C)CN([C@@H](C)CO)C2=O,18.6,1.6,-0.2,19.0
CCC(=O)N(C)C[C@@H]1Oc2cc(C#CC(C)C)ccc2S(=O)(=O)N([C@H](C)CO)C[C@H]1C,-16.5,-4.9,0.1,15.4
Cc1ccc(S(=O)(=O)N2C[C@@H]3N[C@H](C2)C3c2ccc(/C=C/c3ccccc3)cc2)cc1 (some centres not stated),-29.3&-38.8,-95.4*!,-5.1&-1.7,x
C[C@H]1CN([C@@H](C)CO)C(=O)Cc2cc(NC(=O)Cn3cnnn3)ccc2O[C@@H]1CN(C)Cc1ccc(C(F)(F)F)cc1,3.1,2.4,2.1,27.9
CCNC(=O)C[C@H]1CC[C@@H]2[C@H](COC[C@H](O)CN2Cc2ccc(Cl)c(Cl)c2)O1,-0.2,x,-1.1,-28.8
COc1ccccc1CNC(=O)C[C@H]1C[C@@H]2c3cc(NC(=O)Nc4ccc(C(F)(F)F)cc4)ccc3O[C@@H]2[C@@H](CO)O1,u,4.3,-2.6,140.5*
C[C@H]1CCCCO[C@H](CN(C)C(=O)CCC(F)(F)F)[C@@H](C)CN([C@@H](C)CO)C(=O)c2cc(N(C)C)ccc2O1,8.2,1.5,8.4,65.4
O=C(C[C@H]1CC[C@H]2[C@@H](COC[C@@H](O)CN2Cc2cc(F)cc(F)c2)O1)Nc1nccs1,-5.9,2.4&-6.2,0.3,55.0
COc1ccccc1-c1cnc2c(c1)C(=O)N([C@H](C)CO)C[C@@H](C)[C@H](CN(C)C)O2,50.3,-2.5,32.7*,x
CN1C(=O)c2cc(NC(=O)c3ccc(C(F)(F)F)cc3)ccc2OC[C@@H]2O[C@@H](CC(=O)O)CC[C@H]21,11.6,-1.7,-0.1,25.7
C[C@@H]1CCCCO[C@@H](CN(C)C(=O)Nc2ccc3c(c2)OCO3)[C@@H](C)CN([C@@H](C)CO)C(=O)c2cc(N(C)C)ccc2O1,x,-0.5,0.0,15.0
C[C@@H]1CN([C@@H](C)CO)C(=O)c2cc(N(C)C)ccc2O[C@H]1CN(C)Cc1ccc(Oc2ccccc2)cc1,-12.4,-10.9,3.0,90.4
COc1ccc(S(=O)(=O)Nc2ccc3c(c2)C(=O)N([C@@H](C)CO)C[C@@H](C)[C@@H](CN(C)C(=O)CCC(F)(F)F)OCCCC[C@@H](C)O3)cc1,-21.9,-19.0,0.1,42.9
CC(=O)N1[C@H](CNC(=O)C2CC2)[C@@H](c2ccc(-c3ccccc3)cc2)[C@@H]1CO,-65.1,-7.4,-0.3,21.2
Cc1ccc(-c2ccc([C@@H]3[C@@H](CO)N4C(=O)CN(C(=O)Nc5ccc(F)cc5)C[C@H]34)cc2)cc1,-11.1,-2.7,0.1,x
C[C@@H]1CN([C@H](C)CO)C(=O)c2cc(C3=CCCC3)cnc2O[C@@H]1CN(C)Cc1ccc(C(=O)O)cc1,14.2,2.8,1.4,-13.7
COc1ccc(NC(=O)N[C@@H]2CC[C@@H](CCNC(=O)CN3CCOCC3)O[C@@H]2CO)cc1,-4.2,-2.2,-0.5,-0.7
CO[C@@H]1CN(C)C(=O)c2ccc(NC(C)=O)cc2OC[C@@H](C)N(C(=O)CC2CC2)C[C@@H]1C,-26.6,x,0.7,-42.8
C[C@@H]1CN([C@@H](C)CO)S(=O)(=O)c2ccc(-c3ccccc3)cc2O[C@H]1CN(C)C(=O)c1ccc2c(c1)OCO2,-38.1,5.2,1.5,x
O=C(C[C@H]1CC[C@H](NS(=O)(=O)c2ccccc2)[C@H](CO)O1)N1CCc2ccccc2C1,2.3,-3.7,-1.0,4.2
C[C@H]1CN([C@@H](C)CO)C(=O)c2cc(NC(=O)C3CCCCC3)ccc2O[C@@H]1CN(C)CC1CCCCC1,18.8,4.6,1.2,17.1
C[C@H]1CN([C@@H](C)CO)C(=O)c2cccc(NC(=O)NC3CCCCC3)c2O[C@@H]1CN(C)Cc1ccc2c(c1)OCO2,-3.7,2.5,-1.1,39.0
COc1ccc2c3c(n(C)c2c1)[C@@H](CO)NCC31CN(C(=O)c2ccccc2)C1,-37.4,-3.6,-0.9,x
O=C1CNC[C@H]2[C@@H](c3ccc(C#CC4CCCCC4)cc3)[C@@H](CO)N12,-1.3,12.3,-1.8,x
C/C=C/c1ccc([C@@H]2[C@@H](CO)N(C(=O)C3CCC3)[C@H]2CN(CC)C(=O)CC)cc1,-21.1,-0.1,-1.3,25.1
CCC(=O)N(C)C[C@H]1Oc2ncc(C#Cc3ccccc3OC)cc2C(=O)N([C@H](C)CO)C[C@@H]1C,-36.5,-0.1,-2.9,63.1
CO[C@H]1CC[C@@H]2CCN(C)C(=O)[C@H](C)[C@@H](OC)CN(C)C(=O)c3cccc(C#N)c3OC[C@H]1O2,12.4,x,-0.1,-43.5
COc1cc(CN2CC3(CN(C(=O)Nc4c(C)noc4C)C3)c3c([nH]c4cc(OC)ccc34)[C@@H]2CO)cc(OC)c1,-85.2*,-1.4,0.5,x
C[C@@H]1CN([C@H](C)CO)C(=O)Cc2cc(NC(=O)Nc3ccccc3)ccc2O[C@@H]1CN(C)S(=O)(=O)c1ccc(F)cc1,-14.8,16.2,-0.1,9.5
Cc1ccc(S(=O)(=O)N2CC[C@@H]3[C@@H](CO)Nc4ccc(Br)cc4[C@@H]32)cc1,19.9,6.3,-1.4,60.0
CCCNC(=O)NC[C@@H]1[C@H](c2ccc(C3=CCCCC3)cc2)[C@@H](CO)N1C(C)=O,-10.8,0.0,5.6,58.1
C[C@@H]1CN([C@@H](C)CO)S(=O)(=O)c2ccc(C3=CCCCC3)cc2O[C@@H]1CN(C)C(=O)C1CCCCC1,12.4,-10.5,8.6,119.2*
COc1ccc2c3c([nH]c2c1)[C@@H](CO)N(C(=O)Nc1ccc(F)cc1)CC31CN(C(=O)c2ccccc2F)C1,-77.7,-5.2,-0.6,x
O=C(C[C@H]1C[C@@H]2c3cc(NC(=O)NC4CCCC4)ccc3O[C@@H]2[C@H](CO)O1)NCc1ccc(-c2ccccc2)cc1,-10.6,-8.1,-0.2,88.6
CCCN1[C@H](CO)[C@H](c2ccc(C3=CCCC3)cc2)[C@H]1CNC(=O)NC(C)C,-48.3,9.4,0.6,x
CO[C@@H]1CN(C)C(=O)c2ccc(NC(=O)Cc3ccccc3)cc2OC[C@H](C)NC[C@@H]1C,-9.2,x,0.0,33.6
C[C@@H]1CN([C@H](C)CO)C(=O)c2cc(Br)cnc2O[C@H]1CN(C)Cc1cccc(F)c1,-0.7,4.8,11.0,20.0
CN1C(=O)c2cc(NS(=O)(=O)c3cccc(F)c3)ccc2OC[C@H]2O[C@H](CC(=O)N3CCc4ccccc4C3)CC[C@H]21,-5.9,-5.4,-0.8,74.1
Cc1ccc(S(=O)(=O)Nc2ccc3c(c2)C(=O)N([C@@H](C)CO)C[C@H](C)[C@@H](CN(C)CC2CC2)O3)cc1,0.1,1.5,-0.6,-7.1

Just Tcruzi prolif, C diff growth and Pf Dd2 growth, for 2 of the compounds above:
canonical_smiles	Tcruzi prolif	C diff growth	Pf Dd2 growth
C[C@@H]1CN([C@@H](C)CO)C(=O)c2cc(N(C)C)ccc2O[C@H]1CN(C)Cc1ccc(Oc2ccccc2)cc1	90.4	-10.9	-12.4
COc1ccc(S(=O)(=O)Nc2ccc3c(c2)C(=O)N([C@@H](C)CO)C[C@@H](C)[C@@H](CN(C)C(=O)CCC(F)(F)F)OCCCC[C@@H](C)O3)cc1	42.9	-19.0	-21.9

(continued)
SMILES,Pf Dd2 growth,C diff growth,KDM4C inh,Tcruzi prolif
COc1ccc(NC(=O)N(C)C[C@H]2Oc3ncc(C#C[C@@H](C)O)cc3C(=O)N([C@@H](C)CO)C[C@@H]2C)cc1,11.4,3.8,-0.3,54.8
CCC(=O)N(C)C[C@H]1Oc2cc(-c3cccnc3)ccc2S(=O)(=O)N([C@@H](C)CO)C[C@H]1C,53.8,0.2,-0.5,-13.6
COc1ccccc1CN1[C@@H](CO)[C@@H]2c3ccccc3N(C(=O)C3CCCC3)C[C@@H]21,-7.6,14.5,2.2,7.1
C[C@H](CO)N1C[C@H](C)[C@@H](CN(C)C(=O)Nc2cccc(F)c2)Oc2cc(C#CC3(O)CCCC3)ccc2S1(=O)=O,-46.8,17.1,-2.7,43.7
C[C@@H]1CN([C@H](C)CO)C(=O)CCCn2nncc2CO[C@@H]1CN(C)Cc1ccc(C(F)(F)F)cc1,-20.9,x,-0.3,5.0
O=C(C[C@@H]1CC[C@H](NC(=O)NC2CCCCC2)[C@H](CO)O1)NCc1ccccc1,-3.8,-3.5,1.3,24.0
O=C(C[C@H]1C[C@H]2c3cc(NC(=O)NC4CCCC4)ccc3O[C@H]2[C@H](CO)O1)NCc1ccc(Cl)cc1,-50.3,4.1,0.2,46.4
O=C(N[C@@H]1CC[C@H](CCNC(=O)c2ccccc2F)O[C@H]1CO)c1ccc2c(c1)OCO2,-6.0,-2.9,-2.8,x
O=C(C[C@@H]1C[C@@H]2c3cc(NC(=O)CC4CC4)ccc3O[C@@H]2[C@H](CO)O1)NCc1ccccn1,5.2,0.3,1.0,0.5
N#C[C@@H]1[C@H](c2ccc(-c3cccc(F)c3)cc2)[C@H](CO)N1S(=O)(=O)c1cccc(F)c1,-17.0,11.1,-1.0,101.5*
C[C@H](CO)N1C[C@H](C)[C@@H](CN(C)C(=O)Nc2ccc(F)cc2)Oc2ccc(NC(=O)CCCCCC(=O)Nc3ccccc3N)cc2C1=O,6.3,0.5,-0.2,x
Cc1ccc(S(=O)(=O)Nc2ccc3c(c2)C(=O)N([C@@H](C)CO)C[C@@H](C)[C@@H](CN(C)C(=O)Cc2ccccc2)OCCCC[C@H](C)O3)cc1,-73.5,x,0.2,78.0
C[C@H](CO)N1C[C@H](C)[C@@H](CN(C)C(=O)Nc2ccc3c(c2)OCO3)Oc2c(NC(=O)Nc3ccc(F)cc3)cccc2C1=O,21.7,1.2,3.9,49.8
CCC(=O)N1CCC2(CC1)CN(CC1CCOCC1)[C@@H](CO)c1c2c2ccc(OC)cc2n1C,-41.9,2.8,0.0,x
CO[C@H]1CN(C)C(=O)c2ccc(NS(C)(=O)=O)cc2OC[C@H](C)N(C(=O)CN(C)C)C[C@H]1C,16.0,x,2.6,-51.5
CNC[C@H]1OCCCC[C@H](C)Oc2ccc(NC(=O)Nc3ccc(F)cc3)cc2C(=O)N([C@H](C)CO)C[C@@H]1C,31.3,-0.9,14.3,14.8
CC(C)NC(=O)N1[C@@H](C#N)[C@H](c2ccc(C#CC3CCCC3)cc2)[C@@H]1CO,-18.4,1.0,4.7,99.6*
COc1ccc2c3c(n(C)c2c1)[C@@H](CO)N(CC1CCCC1)CC31CCN(Cc2nccs2)CC1,-63.0,4.9,-0.3,x
O=C(c1ccccc1F)N1CC(=O)N2[C@H](CO)[C@@H](c3ccc(C#Cc4ccccc4)cc3)[C@H]2C1,-48.7,-1.0,-2.2,x
